# ST2 inh: IL1RL1 inhibition. Q01638. AlphaLISA ST2-Fc/biotin-IL-33 interaction, 1 h. inhibition, % for hits at 17 µM. 2.3% of 78,000 active; in the data active = inhibition above about 30%; inconclusive = mostly about 10% to 28%
# Target sequence (Q01638 whole entry, looked up): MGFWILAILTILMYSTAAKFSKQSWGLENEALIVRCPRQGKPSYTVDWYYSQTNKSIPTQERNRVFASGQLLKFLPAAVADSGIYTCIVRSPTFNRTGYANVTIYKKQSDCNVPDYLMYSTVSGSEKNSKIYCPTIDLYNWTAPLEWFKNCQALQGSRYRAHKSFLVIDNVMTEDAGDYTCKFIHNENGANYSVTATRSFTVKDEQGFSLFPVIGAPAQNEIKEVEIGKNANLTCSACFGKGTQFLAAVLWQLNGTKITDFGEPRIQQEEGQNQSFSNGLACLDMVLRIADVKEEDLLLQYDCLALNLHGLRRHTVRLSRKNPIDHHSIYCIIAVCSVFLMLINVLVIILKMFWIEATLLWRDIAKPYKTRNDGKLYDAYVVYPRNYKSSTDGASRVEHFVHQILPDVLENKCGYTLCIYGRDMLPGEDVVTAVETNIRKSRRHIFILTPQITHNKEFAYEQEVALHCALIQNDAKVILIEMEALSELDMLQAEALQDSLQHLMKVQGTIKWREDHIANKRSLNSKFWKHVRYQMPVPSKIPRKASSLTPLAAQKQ
# * marks the source's active call; other numbers are inactive results; i = inactive; ? = inconclusive.
SMILES,ST2 inh
CC(=O)n1c2c(c3ccccc31)OC(N)=C(C#N)C2c1ccc(Br)cc1 (stereo not given),i
CC1=NN(C(=O)Cc2ccccc2)C(O)(c2ccc(Cl)cc2)C1 (stereo not given),i
COc1ccc(C(=O)Nc2ccc(NC(=O)C(C)C)cc2)cc1Br,i
COc1ccccc1C1C(C(=O)Nc2ccccc2)=C(C)Nc2nc(-c3ccccc3)nn21 (stereo not given),i
Cc1ccc(NC(=O)C2(N(Cc3ccccc3)C(=O)Cn3nnnc3N)CCCCC2)cc1,i
Cc1[nH]c2c(F)cccc2c1CC(=O)NCc1cc(=O)[nH]cn1,?
COc1ccc([N+](=O)[O-])cc1N1C(=O)C2CC=C(Cl)CC2C1=O (stereo not given),i
O=C1NCC(=O)N2CCN(C(=O)CCc3ccsc3)CC12 (stereo not given),i
COc1ccc(CN[C@H]2C[C@H]3C(=O)NC[C@@H](CCC(=O)N4CCN(c5ccccn5)CC4)N3C2)cc1,i
O=C(O)c1ccc2c(c1)C(=O)N(CCCCO)C2=O,i
CN1CCC(Cc2noc(CCc3ccc4c(c3)OCO4)n2)CC1,i
CC1CCN(C(=O)C2CCC(Cn3c(=O)c4sccc4n(CC(N)=O)c3=O)CC2)CC1 (stereo not given),i
Cc1ccc(N2NC(=O)/C(=C/c3ccc(Cl)cc3)C2=O)cc1Cl,i
CC(=O)[C@H]1CC[C@H]2[C@@H]3CCC4=CC(=O)CC[C@]4(C)[C@H]3CC[C@]12C,?
Cc1ccc(CN(CCN(C)C)C(=O)c2cnc3ccccn23)s1,i
COc1cc(OC)cc(C(=O)Nc2cc(N3CCCS3(=O)=O)ccc2C)c1,?
CC/C=C\CCCN1CCC2(CC1)CNC(=O)C2,i
CCOc1ccc(OCC)c(S(=O)(=O)N2CCN(c3nc(C)cc(N4CCCC4)n3)CC2)c1,i
COc1ccc(C(=O)Nc2ccc(N(C)C)cc2)cc1OC,?
Cc1ccc(NC(=O)c2ccc(NS(=O)(=O)c3cccs3)cc2)cc1F,i
Cc1cc(-c2cc(C3CCN(C(=O)C4CC(=O)C4)C3)ccn2)ccc1F (stereo not given),?
O=S(=O)(NC1CCN(Cc2ccccc2)CC1)c1cccc2cccnc12,i
Clc1ccccc1CSc1nc2ccccc2o1,i
CCc1cc(N2CCCn3nc(C(=O)NC4CC4)cc3C2)nc(N2CCCC2)n1,i
CSc1c(CC(=O)NCCO)n(C)c2ccccc12,i
Cc1cccc(-n2ncc3c(N4CCN(c5ccc(F)cc5)CC4)ncnc32)c1,?
CC(c1cnn(C)c1)n1ccnc1-c1cccc(O)c1 (stereo not given),?
O=C1CCCC2=C1C(c1ccc(F)cc1)n1nc(SCc3ccccc3)nc1N2 (stereo not given),i
CC1=C(C(=O)OC2CCCCC2)C(c2cccc(F)c2)n2ncnc2N1 (stereo not given),i
COc1cccc(/C=C2/C(=O)N(c3ccc(Cl)c(Cl)c3)N=C2C)c1OCC#N,?
Cc1ccsc1-c1nc(CN2CCC3(CC2)CN(C)C(=O)O3)c(C)o1,i
CCC1C(=O)NCCN1Cc1cnc(S(=O)(=O)C2CCCCCC2)n1CCOC (stereo not given),i
O=C(CN1C(=O)CC(c2ccccc2)=Nc2ccccc21)Nc1ccc(F)cc1,i
O=C(Cc1ccc(-c2ccccc2)cc1)NC1CCC(n2cc(C(=O)N3CCCC3)nn2)CC1 (stereo not given),?
Cc1ccc(C(=O)N[C@H]2CO[C@H]3[C@@H]2OC[C@@H]3n2nnnc2Oc2cccc(N(C)C)c2)cc1,81.0%*
CCCN1CCN(C(=O)C2c3cc(OC)c(OC)cc3C(=O)N(C)C2c2ccccc2F)CC1 (stereo not given),i
O=C(CC(c1ccccc1)c1ccc2c(c1)OCO2)NCCN1CCOC1=O (stereo not given),?
COc1ccc(-c2cc(C[C@H]3CNCC[C@H]3CC(=O)NC(C)C)no2)cc1,i
Clc1ccc(OCCCN2CCOCC2)cc1,?
COCCc1nc2ccc(C(=O)N3CCc4[nH]c5ccc(OC)cc5c4C3)cc2o1,?
Cc1cccc(NC(=O)Cn2c(=O)n(-c3ccc(F)cc3)c(=O)c3sccc32)c1,i
Clc1ccc(CSCCc2ccncc2)cc1,i
NC(=O)N1CCc2ccccc21,i
Cc1nn(C)c(C)c1CN(C(=O)CCc1nc(-c2ccco2)no1)C(C)C,?
CC1SC(c2ccc(Br)cc2)N(c2ccccc2)C1=O (stereo not given),i
O=C(Cc1ccc(F)cc1)NCCN1CCOCC1,i
NC(=O)c1ccc(NC(=O)c2ccc(F)cc2)cc1,i
COc1ccc(-c2ccnc(N[C@H]3CO[C@H]4[C@@H]3OC[C@@H]4NC(=O)CCCC(=O)O)n2)cc1,?
Cc1cc(C)n(C2CC(=O)N(c3ccccc3)C2=O)n1 (stereo not given),i
CN1CCn2nc(C(=O)NC3c4ccccc4-c4ccccc43)cc2C1,i
# More results.
SMILES,ST2 inh
Fc1cnc(Nc2ccccn2)nc1N1CCOCC1,i
COc1ccc(C2SCCN2S(=O)(=O)c2ccc(F)cc2)cc1Br (stereo not given),i
OCCC1CN(Cc2cccc3nonc23)CCN1Cc1ccccc1F (stereo not given),i
COc1cc(C(=O)Nc2c3c(nn2-c2cc(C)cc(C)c2)CSC3)cc(OC)c1OC,?
O=C(NC(Nc1ccc(Cl)cc1)C(Cl)(Cl)Cl)c1cccnc1 (stereo not given),i
CCC1c2cccn2CCN1CC(=O)NCc1ccc(C(=O)OC)o1 (stereo not given),i
O=C1CCCC2=C1C(c1ccc([N+](=O)[O-])cc1)n1nc(SCc3ccccc3F)nc1N2 (stereo not given),?
Oc1cc(-c2nc3ccccc3s2)cc2c1OCCN(CCn1cccn1)C2,i
O=C(CCS(=O)(=O)c1ccc(Br)s1)Nc1ccc(F)c(F)c1,i
O=C(O)c1ccc(Sc2nc3ccccc3o2)c([N+](=O)[O-])c1,i
O=c1n(CCCn2cccc2)nc(C2CCNCC2)n1-c1ccccc1,30.0%*
O=C(O)CNc1ccccc1C(=O)NCCc1cccc(F)c1,i
COc1ccc(NC(=O)CCC2=NS(=O)(=O)c3ccccc3N2)cc1Cl,i
Cc1ccccc1NC(=O)C(=O)NCc1ccco1,?
O=C(COc1ccccc1)N1C[C@@H]2C[C@H](C1)c1c(NS(=O)(=O)c3ccccc3)ccc(=O)n1C2,?
C#CCN(C)CCCOc1ccc(Cl)cc1Cl,?
CC1CN(S(=O)(=O)c2ccc(C(=O)Nc3nnc(-c4cccs4)o3)cc2)CC(C)O1 (stereo not given),i
Cc1cnn(CC(=O)N2CCOc3c(O)cc(-c4cccc(Cl)c4)cc3C2)c1,i
CC1CCCC(NC(=O)c2ccc3c(c2)N(Cc2ccc(F)cc2)C(=O)CS3)C1C (stereo not given),i
COc1cccc2c(=O)c(CN3CCCCC3)c(C)[nH]c12,?
CCOc1ccc(CN2CCC(C(=O)NC3CCCCCC3)CC2)cc1,i
O=C(CC1(c2cccc(F)c2)CC(=O)N(C2CCCC2)C1=O)N1CCCC(OCc2ccccc2)C1 (stereo not given),i
O=C(c1cscn1)N1CCCC(CCc2ccccc2C(F)(F)F)C1 (stereo not given),i
CCC1=C(c2ccc(OC)cc2)S(=O)(=O)N(CC(=O)NCc2ccccc2Cl)C1=O,i
CC1(C)CC(=O)C2=C(C1)Nc1ccccc1NC2c1cccnc1 (stereo not given),?
Cc1ccc(-n2cnc3sc4c(c3c2=O)CCCC4)cc1,i
OC(COCC1CC=CCC1)Cn1cnc2ccccc21 (stereo not given),i
COC(=O)C1=COC(O[C@@H]2O[C@H](CO)[C@@H](O)[C@H](O)[C@H]2O)[C@@H]2[C@@](C)(O)[C@@H](OC(=O)/C=C/c3ccccc3)C[C@]12O (stereo not given in full),i
Cc1ccc(F)cc1CNC1CCc2c(c(C(=O)N(C)Cc3ccco3)nn2C)C1 (stereo not given),i
CCCCN(C)CCCNC(=O)C1CCN(S(C)(=O)=O)CC1,i
CCN1CCN(C(=O)CNS(=O)(=O)c2cccs2)CC1,i
O=C(Oc1ccc2ccccc2c1)c1cc2ccccc2o1,i
CCn1cc(C(=O)N2CCCC2)c(=O)c2cc(S(=O)(=O)N3CC(C)CC(C)C3)ccc21 (stereo not given),i
CSCCC(=O)N1CCCC(CNC(=O)c2ccc(F)cc2)C1 (stereo not given),i
CN1CC2(CCN(C(=O)c3cc(=O)n(-c4ccccc4)[nH]3)C2)OC1=O (stereo not given),i
COC[C@H]1CCCN1[C@@H]1[C@H](O)[C@H](CO)O[C@@H]1CNC(=O)Nc1ccccc1,?
CC1CCN(C(=O)Cn2c(=O)n(-c3ccc(F)cc3)c(=O)c3sccc32)CC1,i
Cc1c(C(=O)Nc2cccc([N+](=O)[O-])c2)cnn1-c1ccccc1,i
c1cnn(CC2CN(Cc3cc4n(n3)CCCNC4)CCCO2)c1 (stereo not given),i
CN1C(=O)C(O)(CC(=O)c2ccccn2)c2ccccc21 (stereo not given),?
CN(Cc1cc(-c2ccccc2)on1)C(=O)c1cc(C2CC2)[nH]n1,?
COc1ccc(NC(=O)c2cc(C3CC3)on2)c(OC)c1,i
Cc1cccn2c(=O)c3cc(C(=O)NC4CC(C)CC(C)(C)C4)n(C)c3nc12 (stereo not given),i
CC(C)(C)c1ccc(C(=O)Nc2ccccc2Cl)cc1,i
CCOC(=O)C1=C(C)Nc2nc(SCc3ccccc3)[nH]c(=O)c2C1c1cccnc1 (stereo not given),i
O=C1Nc2ccccc2/C1=C/c1nc2ccccc2c(=O)n1-c1cccc([N+](=O)[O-])c1,i
COCc1ccc(CN2CCCC(C(=O)c3ccc4c5c(cccc35)CC4)C2)o1 (stereo not given),i
CCC(C)N(Cc1cccnc1)C(=O)c1cc(C)nn1CC (stereo not given),i
Cn1c(OCc2ccccc2)nc2c1c(=O)n(Cc1ccc(Cl)cc1)c(=O)n2C,?
CC1CC(C)CN(CCCNc2ncnc3nc[nH]c23)C1 (stereo not given),?
# Later entries:
SMILES,ST2 inh
CC1(C)SCC2C(=O)N3C(CSC3(C)C)C(=O)N21 (stereo not given),i
Cc1ccccc1CN1CC[C@H](c2nnc(-c3cncn3C)o2)C1,i
Cc1cccc(CN2CCCN(CC(=O)NCCCc3ccccc3)S2(=O)=O)c1,?
Clc1ccc(Cl)c(SCCc2ccncc2)c1,i
COc1ccc(C(=O)C2CCCN(Cc3cc4ccccc4[nH]3)C2)c(OC)c1 (stereo not given),?
Cc1cc(C)c(S(=O)(=O)N=C2C=CC(=O)c3ccccc32)c(C)c1,39.0%*
Oc1ccc(Br)cc1C=NCc1ccccc1,?
CCn1ccnc1CN1CCCC(CNS(=O)(=O)c2cccc3cccnc23)C1 (stereo not given),i
CN(C)CC1(O)CCCN(C(=O)Cc2ccc3c(c2)OCO3)CC1 (stereo not given),i
CC(C)(C)c1ccc(OCC(O)CN)cc1 (stereo not given),i

# Brought forward from above: 6 entries; new compounds follow.
SMILES,ST2 inh
COc1ccc(C(=O)C2CCCN(Cc3cc4ccccc4[nH]3)C2)c(OC)c1 (stereo not given),?
Cc1cc(C)c(S(=O)(=O)N=C2C=CC(=O)c3ccccc32)c(C)c1,39.0%*
Oc1ccc(Br)cc1C=NCc1ccccc1,?
CCn1ccnc1CN1CCCC(CNS(=O)(=O)c2cccc3cccnc23)C1 (stereo not given),i
CN(C)CC1(O)CCCN(C(=O)Cc2ccc3c(c2)OCO3)CC1 (stereo not given),i
CC(C)(C)c1ccc(OCC(O)CN)cc1 (stereo not given),i
COc1cc(C(=O)Nc2nc3ccccc3s2)cc(OC)c1OC,i
C=CCc1c(C)nc2nc(SCC(=O)NCCc3ccccc3)nn2c1C,i
COc1ccc(OCC(=O)O)cc1,i
CCN(CC)C(=O)C1CCCN(Cc2cccc(F)c2)C1 (stereo not given),i
CCOc1cc(C2Nc3ccccc3NC3=C2C(=O)CC(c2cccs2)C3)ccc1OC (stereo not given),?
CNC(=O)CN1C(=O)/C(=C\c2ccc(C(F)(F)F)cc2)Sc2ccccc21,i
COc1ccc(-c2ccc(NC(C)=O)nc2)cc1Cl,?
CC[C@H]1CN(C(=O)c2ccccc2)CC[C@H]1CC(=O)N1CCC(C(N)=O)CC1,i
COc1cc(NC2CCCN(C(=O)c3ccco3)C2)ncn1 (stereo not given),?
CCn1c(CC2CCN(Cc3cccnc3OC)CC2)n[nH]c1=O,?

# Entries listed so far with two or more sulfur atoms (6):
SMILES,ST2 inh
Cc1ccc(NC(=O)c2ccc(NS(=O)(=O)c3cccs3)cc2)cc1F,i
COc1ccc(C2SCCN2S(=O)(=O)c2ccc(F)cc2)cc1Br (stereo not given),i
O=C(CCS(=O)(=O)c1ccc(Br)s1)Nc1ccc(F)c(F)c1,i
CC1CN(S(=O)(=O)c2ccc(C(=O)Nc3nnc(-c4cccs4)o3)cc2)CC(C)O1 (stereo not given),i
CCN1CCN(C(=O)CNS(=O)(=O)c2cccs2)CC1,i
CC1(C)SCC2C(=O)N3C(CSC3(C)C)C(=O)N21 (stereo not given),i

# Remaining list, next part.
SMILES,ST2 inh
Cc1cccc(-n2nc3c(c2NC(=O)c2ccc(Br)o2)CSC3)c1,i
CCSc1nnc2c(n1)OC(c1ccco1)N(C(=O)CC)c1ccccc1-2 (stereo not given),?
Cc1ccccc1C(OCCN(C)C)c1ccccc1 (stereo not given),?
Cc1cc(C)c2[nH]c(C)c(CC(=O)N3CCOC(C(F)(F)F)C3)c2c1 (stereo not given),i
Cc1ccccc1NC(=O)C1(S(=O)(=O)c2ccc(Cl)cc2)CC1,?
O=c1oc2ccccc2c(O)c1-c1c[nH]c2ccccc12,i
O=[N+]([O-])c1ccccc1CN1CCc2ccccc2C1,?
CCC(=O)N1CCc2cc(S(=O)(=O)NC(C(=O)Nc3ccc(OC)cc3)C(C)C)ccc21 (stereo not given),?

# Structures above containing a nitro group on carbon, in the order listed:
SMILES,ST2 inh
COc1ccc([N+](=O)[O-])cc1N1C(=O)C2CC=C(Cl)CC2C1=O (stereo not given),i
O=C1CCCC2=C1C(c1ccc([N+](=O)[O-])cc1)n1nc(SCc3ccccc3F)nc1N2 (stereo not given),?
O=C(O)c1ccc(Sc2nc3ccccc3o2)c([N+](=O)[O-])c1,i
Cc1c(C(=O)Nc2cccc([N+](=O)[O-])c2)cnn1-c1ccccc1,i
O=C1Nc2ccccc2/C1=C/c1nc2ccccc2c(=O)n1-c1cccc([N+](=O)[O-])c1,i
O=[N+]([O-])c1ccccc1CN1CCc2ccccc2C1,?

# Screening data as filed in PubChem BioAssay.

# The list is partial; the hit share may differ from the screen's.
